# inhibitors of VEEV – inhibitors of VEEV TC-83 cytopathic effect, confirmation, Vero cells (AID 588727). Vero cells, VEEV TC-83 cytopathic effect inhibition; higher % means a stronger effect. inhibition, % at 20 µM; hits with a dose series show IC50 in µM. 0.13% of 350,000 active; in the data active = a potency from the dose series; inconclusive = inhibition mostly from about 14% at the one dose, without a potency; inactive = the rest, 99 in 100 with inhibition below about 12%; note: strong numbers were not always called active
# tuberculosis growth – growth inhibition of non-replicating M. tuberculosis (AID 488890). inhibition, % at 25 µM; hits with a dose series show IC50 in µM. 0.39% of 320,000 active. Mycobacterium tuberculosis non-replicating, growth inhibition; higher % means a stronger effect; in the data active = a potency from the dose series; inconclusive = inhibition mostly from about 82% at the one dose, without a potency; inactive = the rest, 99 in 100 with inhibition below about 76%;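 note: plate controls were DMSO cells for no effect and high antibiotic wells for full effect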
# H1N1 NS1A inhibition – H1N1 influenza NS1A inhibitors, functional cell based assay (AID 504329) | NS1A functional cell-based assay, percent inhibition; higher % means a stronger effect | one-dose inhibition, % at 12.5 µM; IC50 in µM for titrated hits | 0.3% of 340,000 active; in the data active = a potency from the dose series; inconclusive = inhibition above about 27% without an active follow-up result; note: strong numbers were not always called active
# Salmonella PhoP GFP – PhoP regulon inhibitors, Salmonella typhi PhoP promoter GFP reporter, confirmatory (AID 1850); Salmonella Typhi PhoP-promoter GFP reporter, fluorescence, 4 h; higher % means a stronger effect; inhibition, % at 50 µM; hits with a dose series show IC50 in µM; 0.33% of 310,000 active; in the data active = a potency from the dose series; inconclusive = inhibition mostly from about 25% at the one dose, without a potency; inactive = the rest, 99 in 100 with inhibition below about 19%;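 note: 0% = induced wells with vehicle and 100% = uninduced wells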
# H37Rv inhibition – M. tuberculosis growth inhibition, HTS (AID 449762) | M. tuberculosis H37Rv growth inhibition, 7H9 media; higher % means a stronger effect | inhibition, % at 25 µM, or IC50 in µM where a hit was titrated | 0.59% of 330,000 active; in the data active = a potency from the dose series; inconclusive = inhibition above about 70% without an active follow-up result;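 note: bacterial growth assessed after seven days of incubation; strong numbers were not always called active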
# inhibitors of VEEV 10K pilot screen – recorded beside inhibitors of VEEV, whose call it bears; inhibition, %; measured here: 10K pilot screen inhibition
# An asterisk follows results filed as active; i = inactive; ? = inconclusive; · = not tested or not shown.
SMILES,inhibitors of VEEV,tuberculosis growth,H1N1 NS1A inhibition,Salmonella PhoP GFP,H37Rv inhibition,others
COc1ccc(OC)c(C(=O)c2ccc(C(=O)N3CCCCC3)cc2)c1,i,1%,3%,15%,-9%,
CCc1nnc(NC(=O)C2CC(=O)N(Cc3ccccc3)C2)s1 (stereo not given),1.2%,-31%,-3%,0%,-12%,
Cc1nn(C(=O)c2nn(C)cc2Cl)c(C)c1Br,0.3%,-12%,-2%,8%,3%,
CC(C)C[C@H](NC(=O)c1nc[nH]c1C(=O)NC1CCNCC1)C(=O)OCc1ccccc1,0.0%,8%,-4%,8%,-5%,
CCC(=O)Nc1ccc(NC(=O)c2ccc3c(c2)OCO3)cc1,i,-6%,1%,-6%,-2%,
CCCn1c2ccccc2c2nnc(SCc3[nH]c(=O)[nH]c3C(=O)CCCCC(=O)OCC)nc21,0.9%,21%,-9%,-11%,0%,
CN(C1=NC(=O)C(CC(=O)Nc2ccc(Br)cc2)S1)c1ccc(O)cc1 (stereo not given),i,22%,2%,2%,?,
CCOC(=O)c1[nH]c2ccc(OC)cc2c1NC(=O)c1ccc2c(c1)OCO2,7.1%,-9%,6%,3%,-2%,
COc1ccc(NC(=O)COC(=O)C23CC4CC(CC(Cl)(C4)C2)C3)c(OC)c1,1.1%,10%,-7%,5%,3%,
O=C(NC1CCN(c2ncccn2)CC1)c1ccccc1F,0.2%,-8%,-11%,5%,-8%,
CC1=C(C(=O)Nc2ccccc2)C(c2ccc(C)o2)N2C(=O)CSC2=N1 (stereo not given),·,12%,·,-1%,5%,
COc1cccc(-c2nn(-c3ccc(C)cc3)cc2C(=O)N2CCN(C3CCS(=O)(=O)C3)CC2)c1 (stereo not given),10%,8%,-6%,·,-2%,
O=C(Nc1c(Br)cc2c(c1Br)Cc1ccccc1-2)C(Cl)Cl,1.3%,·,-1%,·,·,
COc1ccc2c(c1)c(CCN1C(=O)c3ccccc3C1=O)cn2C(=O)c1ccco1,i,-3%,-4%,-8%,4%,
OCC(CO)(CO)NCc1ccc(-c2ccccc2)cc1,3.0%,-16%,-5%,5%,-3%,
C/C(=N\NC(=O)C1CCCN(S(=O)(=O)c2ccccc2)C1)c1ccccn1 (stereo not given),2.3%,56%,22µM*,-12%,67%,
COC(=O)CNc1nc(OC)nc(N(C)C)n1,0.7%,2%,-6%,-4%,2%,
CCOC(=O)C1CCN(C(=O)C2CC(=O)N(c3ccc4c(c3)OCCO4)C2)CC1 (stereo not given),0.7%,-14%,-9%,-4%,-19%,
Cc1ccc(S(=O)(=O)N(C)Cc2ccc(C(=O)N/N=C3\CCCC(=O)C3)cc2)cc1,0.4%,4%,-2%,-2%,0%,
FC(F)(F)c1ccc2c(c1)n(Cc1ccccc1)c1[n+]2CCCCC1,1.3%,50%,1%,-24%,6%,
COc1cc(-c2nc(=S)[nH][nH]2)cc(OC)c1OC,0.5%,-15%,11%,-5%,2%,
O=C(Nc1cc(Cl)ccc1Cl)c1ccco1,i,·,0%,2%,-6%,
Nc1c(C(=O)NCc2ccc(F)cc2)c2nc3ccccc3nc2n1CCCN1CCOCC1,i,25%,-50%,0%,?,
Cc1ccc2nc(Cl)c(/C=N/Nc3ccc(C(=O)O)cc3)cc2c1,8.9%,11%,17%,-15%,6%,
Cc1cccc(OCC(=O)Nc2nnc(S(=O)(=O)N3CCC(C)CC3)s2)c1,1.4%,-2%,2%,4%,-6%,inhibitors of VEEV 10K pilot screen=2.4
CCC1CCCCN1C(=O)CCNC(=O)Cn1cnc2ccccc2c1=O (stereo not given),1.7%,-16%,-4%,5%,5%,
Cc1nc2cc(S(=O)(=O)C(F)(F)F)ccc2s1,3.5%,8%,-3%,0%,-1%,
COCCCNC(=O)Cn1nnc(-c2ccc(NC(=O)c3ccc(F)cc3)cc2)n1,i,4%,-4%,-11%,0%,
CCCCNc1c2c(nc3c(-c4ccccc4)c(C)nn13)CCC2,i,44%,-6%,-3%,?,inhibitors of VEEV 10K pilot screen=1.5
O=C(NCc1cccnc1)c1noc2c1CCCC2,i,-27%,2%,-8%,-2%,
Cc1cc(N2CCOCC2)nc(N)n1,0.7%,-9%,10%,-18%,-2%,
N#C/C(=C(/O)CSc1n[nH]c(N)n1)c1nc2ccccc2[nH]1,1.6%,4%,9%,4%,-9%,
CC1=C(C(=O)OCc2ccc3c(c2)OCO3)C(c2ccc(O)c([N+](=O)[O-])c2)NC(=O)N1 (stereo not given),1.8%,4%,-11%,-4%,-1%,
COC(=O)c1ccccc1OCCOCCOc1cccc2cccnc12,0.5%,-1%,2%,-16%,6%,
CCC(C)(C)NC(=O)c1cc([N+](=O)[O-])ccc1N1CCOCC1,i,-11%,-6%,-1%,0%,
Cc1ccc(S(=O)(=O)N2CCN(C(=O)COC(=O)/C=C/c3ccccc3F)CC2)c(C)c1,0.1%,-9%,-6%,·,-12%,
COc1ccc(CNc2ncnc3sccc23)cc1,1.8%,34%,3%,7%,6%,
Cc1nc(NC(=O)c2ccc(Br)s2)sc1C(=O)N(C)C,3.5%,-2%,4%,4%,-6%,
c1ccc(-c2[nH]ncc2CN2CCN(Cc3ccc4c(c3)OCO4)CC2)cc1,i,-5%,12%,15%,-4%,
COc1cc(C(=O)OCC(=O)NCCC2=CCCCC2)ccc1OCC(C)C,2.1%,4%,-5%,-4%,-2%,
Cc1ccc(CC(=O)O/N=C(\N)c2ccccn2)cc1,2.5%,5%,-3%,-2%,17%,
N#Cc1ccc(CN2CCN(C(=O)c3cccc(S(=O)(=O)N4CCCCCC4)c3)CC2)cc1,4.9%,20%,-2%,·,-2%,
COc1cc(C(=O)NNC(=O)c2ccc(S(=O)(=O)N3CCCCC3)cc2)cc(OC)c1OC,1.7%,-1%,-1%,3%,0%,
CCCCn1c(N)c(N(CC(C)C)C(=O)C(C)SCc2nc3sc(C)c(C)c3c(=O)[nH]2)c(=O)[nH]c1=O (stereo not given),1.6%,37%,0%,2%,21%,
CCOC(=O)C1=C(O)C(=O)N(CCCn2ccnc2)C1c1ccc(OC)cc1 (stereo not given),·,-12%,·,-8%,-7%,
C=CCN=c1scc(-c2ccc(F)cc2)n1/N=C/c1ccccn1,8.0%,5%,22%,7%,35%,
O=C(/C=C/c1c(F)cccc1Cl)Nc1cccnc1,0.3%,10%,-10%,4%,13%,
Cc1cccc(CSC2=NN3CCCC(=O)N=C3S2)c1,2.0%,18%,7%,-7%,-15%,
CCCc1nc(SCC(N)=O)[nH]c(=O)c1CC,0.7%,-15%,4%,-10%,8%,
CN1C(C(=O)NCc2ccc(OC(F)(F)F)cc2)CC2Cn3c(nc4cc5ccccc5cc43)C21 (stereo not given),i,7%,9%,2%,58%,
Cc1ccc(N(C(=O)c2csnn2)C(C(=O)NC2CCCCC2)c2cccnc2)c(C)c1 (stereo not given),0.5%,-2%,2%,10%,-9%,
CCc1sc(C(=O)Nc2ccc(F)cc2C)cc1C,3.5%,32%,-4%,10%,-7%,
COc1ccc(Cc2nnc(NC(=O)Nc3cccc(OC)c3)s2)cc1,1.0%,6%,0%,2%,6%,
COc1ccc(NC(=O)CN(c2ccc([N+](=O)[O-])cc2)S(=O)(=O)c2ccccc2)c(OC)c1,0.7%,19%,20%,-5%,-3%,
CCOC(=O)c1c(NC(=O)CSc2n[nH]c(CNc3ccccc3)n2)sc(C)c1C,i,-11%,-19%,9%,4%,
COC(C/C=C/C(=O)COCc1ccccc1)OC,0.6%,·,-3%,·,·,
COc1ccc(N2C(=O)CSC2c2cccc(F)c2)cc1 (stereo not given),0.4%,·,-15%,2%,-2%,
CCOC(=O)[C@H]1[C@H]2COc3ccc(OC)cc3[C@@H]2N2C(=O)[C@H](C)NC(=O)[C@@]12C,1.1%,-22%,-5%,·,-17%,inhibitors of VEEV 10K pilot screen=0.8
O=C(O)Cc1sc(Nc2ccccc2)nc1-c1ccc(Cl)cc1,2.7%,41%,5%,4%,60%,inhibitors of VEEV 10K pilot screen=2.3
O=C(Nc1cnccn1)Nc1ccccc1Cl,i,7%,-13%,-5%,-2%,

# A draw from above in order of SMILES length, falling:
SMILES,inhibitors of VEEV,tuberculosis growth,H1N1 NS1A inhibition,Salmonella PhoP GFP,H37Rv inhibition,others
Cc1ccc(S(=O)(=O)N(C)Cc2ccc(C(=O)N/N=C3\CCCC(=O)C3)cc2)cc1,0.4%,4%,-2%,-2%,0%,
Cc1ccc(N(C(=O)c2csnn2)C(C(=O)NC2CCCCC2)c2cccnc2)c(C)c1 (stereo not given),0.5%,-2%,2%,10%,-9%,
COc1ccc(NC(=O)COC(=O)C23CC4CC(CC(Cl)(C4)C2)C3)c(OC)c1,1.1%,10%,-7%,5%,3%,
COCCCNC(=O)Cn1nnc(-c2ccc(NC(=O)c3ccc(F)cc3)cc2)n1,i,4%,-4%,-11%,0%,
c1ccc(-c2[nH]ncc2CN2CCN(Cc3ccc4c(c3)OCO4)CC2)cc1,i,-5%,12%,15%,-4%,
Cc1ccc2nc(Cl)c(/C=N/Nc3ccc(C(=O)O)cc3)cc2c1,8.9%,11%,17%,-15%,6%,
COc1ccc(Cc2nnc(NC(=O)Nc3cccc(OC)c3)s2)cc1,1.0%,6%,0%,2%,6%,
CCC1CCCCN1C(=O)CCNC(=O)Cn1cnc2ccccc2c1=O (stereo not given),1.7%,-16%,-4%,5%,5%,
O=C(O)Cc1sc(Nc2ccccc2)nc1-c1ccc(Cl)cc1,2.7%,41%,5%,4%,60%,inhibitors of VEEV 10K pilot screen=2.3
Cc1nc2cc(S(=O)(=O)C(F)(F)F)ccc2s1,3.5%,8%,-3%,0%,-1%,
OCC(CO)(CO)NCc1ccc(-c2ccccc2)cc1,3.0%,-16%,-5%,5%,-3%,
CCc1sc(C(=O)Nc2ccc(F)cc2C)cc1C,3.5%,32%,-4%,10%,-7%,
COC(C/C=C/C(=O)COCc1ccccc1)OC,0.6%,·,-3%,·,·,
O=C(NCc1cccnc1)c1noc2c1CCCC2,i,-27%,2%,-8%,-2%,
O=C(Nc1cc(Cl)ccc1Cl)c1ccco1,i,·,0%,2%,-6%,

# Continuation:
SMILES,inhibitors of VEEV,tuberculosis growth,H1N1 NS1A inhibition,Salmonella PhoP GFP,H37Rv inhibition,others
Cc1cc(C)cc(C(=O)/C=C2\NC(=O)CS2)c1,i,?,-15%,-15%,5%,
COc1ccc(C(CCNCc2ccc(N(C)C)cc2)c2ccccc2OC)cc1 (stereo not given),i,?,20µM*,3%,61%,
Cn1cncc1C#Cc1ccc2cc(CCCO)oc(=O)c2c1,8.0%,·,-2%,·,-1%,
Cc1ccc2nc(-c3ccc(O)cc3)oc2c1,1.4%,23%,-2%,-1%,?,
COc1ccccc1C1NC(c2ccccc2OC)C(C)C(=O)C1C (stereo not given),i,17%,-14%,5%,-3%,
CCOc1ccc(N(CC(=O)NC2CC3CCC2C3)S(=O)(=O)c2ccc(C)cc2)cc1 (stereo not given),4.4%,23%,0%,-1%,-7%,
COc1ccc(CC(=O)Nc2nc(-c3cccnc3)cs2)cc1,i,6%,7%,1%,·,

# Screens: PubChem, Southern Research Specialized Biocontainment Screening Center
